# Candida biofilm: kills Candida albicans biofilms; C. albicans biofilm + clotrimazole, Alamar Blue; inhibition, % at 6 µM; hit rate 0.14% among 85,000;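 active = inhibition above 20%; inactive = inhibition below 20%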;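 also: preformed 24 hr biofilms exposed to compound for 48 hr; 0% = biofilm without compound and 100% = blank killed by clotrimazole plus chlorhexidine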
# cytoskel mod: alters cytoskeleton assembly in HUVEC cells. HUVEC TNFa F-actin phalloidin imaging, high content. inhibition, % at 2 µM. hit rate 0.18% among 91,000. AID 836;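 active = inhibition above the batch mean plus 3 SD and confirmed as a hit by visual image inspection, cut at about 30% in these data, passing the limit was not always enough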; also: strong numbers were not always called active
# HUVEC tox TNFa: HUVEC cytotoxicity counter-screen, TNF alpha stimulated. HUVEC TNFalpha-stimulated, Hoechst cell count, imaging. hit rate 0.17% among 93,000. cell count reduction, % at 2 µM;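 active = cell count reduction exceeding the screen mean by over 5 SD, scaled to untreated wells per plate, cut at about 78% in these data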;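 also: cells counted after 24 h of TNF alpha exposure following the 1 h pretreatment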
# HUVEC tox IL1B: HUVEC cytotoxicity counter-screen, IL-1B stimulated; HUVEC cell count loss, Hoechst imaging; hit rate 0.41% among 94,000; cell count reduction, % at 2 µM;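 active = cell count reduction more than 3 SD above the screen-wide mean, cut at about 70% in these data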;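 also: normalized per plate to untreated control cells as the no-loss baseline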
# ERb SRC1 inh: ER-beta (human) coactivator binding inhibition; Q92731; inhibition, % at 25.6 µM; TR-FRET ER-beta LBD / SRC1-Cy5 peptide binding; receptor agonist-loaded with 1 µM estradiol; hit rate 1.3% among 86,000;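 active = compounds whose percent inhibition of the receptor-coactivator binding signal exceeds about 50% in the single-dose screen, limit read from the data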;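 also: 0% = receptor plus peptide wells without compound and 100% = peptide-only wells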
# Target sequence (Q92731 whole entry, looked up, the tested form may be a part): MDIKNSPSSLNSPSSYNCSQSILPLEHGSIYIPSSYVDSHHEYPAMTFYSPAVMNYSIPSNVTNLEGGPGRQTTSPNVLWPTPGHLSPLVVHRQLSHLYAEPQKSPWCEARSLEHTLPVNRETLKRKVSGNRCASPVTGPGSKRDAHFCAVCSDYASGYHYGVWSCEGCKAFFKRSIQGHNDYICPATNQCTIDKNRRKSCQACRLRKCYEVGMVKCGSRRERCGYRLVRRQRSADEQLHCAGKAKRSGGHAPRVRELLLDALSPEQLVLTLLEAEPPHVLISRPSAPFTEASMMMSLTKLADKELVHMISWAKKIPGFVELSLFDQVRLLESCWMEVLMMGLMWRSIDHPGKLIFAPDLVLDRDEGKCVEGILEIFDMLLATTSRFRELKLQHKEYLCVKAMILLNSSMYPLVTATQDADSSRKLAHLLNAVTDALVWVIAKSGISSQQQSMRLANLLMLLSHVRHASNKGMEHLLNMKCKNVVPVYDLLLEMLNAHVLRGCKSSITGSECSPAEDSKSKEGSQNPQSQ
# VCAM1 TNFa inh: reduces TNF alpha induced VCAM1 expression in HUVEC | hit rate 0.48% among 95,000 | inhibition, % at 2 µM | AID 802 | HUVEC TNFa-induced VCAM-1 immunofluorescence, high-content imaging;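 active = inhibition above the batch mean plus 3 SD, with images confirmed as a hit by eye, cut at about 37% in these data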;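 also: 0% = TNF-stimulated DMSO wells and 100% = unstimulated control wells; not every result past the cut was called active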
# sEH inh: blocks human soluble epoxide hydrolase activity | P34913 | recombinant human sEH enzymatic activity assay | inhibition, % at 2 µM | hit rate 0.34% among 91,000 | AID 707; in the data active = inhibition above about 80%; also: values of inactives mirror those of a sister screen read the other way; many of its hits are not listed in these tables
# Smad3 inh: Smad3 (human) transcription factor binding inhibition. TR-FRET Smad3/Dy647-FoxH1 peptide binding, europium anti-His. inhibition, % at 25 µM. hit rate 0.29% among 88,000. AID 630;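 active = compounds that reduce the energy-transfer binding signal between the protein and its labelled peptide by more than half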;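 also: 0% = Smad3 plus labelled peptide maximal FRET and 100% = peptide-only background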
# Target sequence (P84022 whole entry, looked up): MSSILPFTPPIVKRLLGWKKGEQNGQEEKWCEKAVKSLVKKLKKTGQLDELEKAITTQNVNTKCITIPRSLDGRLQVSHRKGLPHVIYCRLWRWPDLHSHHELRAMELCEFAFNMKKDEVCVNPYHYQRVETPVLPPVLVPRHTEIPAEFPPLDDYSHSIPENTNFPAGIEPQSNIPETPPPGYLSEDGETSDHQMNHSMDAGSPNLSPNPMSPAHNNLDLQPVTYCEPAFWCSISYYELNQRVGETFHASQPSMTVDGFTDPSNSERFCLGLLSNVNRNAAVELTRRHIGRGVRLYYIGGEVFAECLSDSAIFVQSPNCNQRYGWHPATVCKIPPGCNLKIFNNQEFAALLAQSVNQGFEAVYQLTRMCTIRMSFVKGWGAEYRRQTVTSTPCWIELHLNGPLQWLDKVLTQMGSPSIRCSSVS
# sEH act: activators of human soluble epoxide hydrolase | P34913 | purified human sEH enzymatic activity, activator screen | activation, % at 2 µM | hit rate 0.04% among 91,000; in the data active = activation above about 37%; also: values of inactives mirror those of a sister screen read the other way
# Numbers without * were called inactive; nt = not tested or not shown; [ ] = remark or other dose. A portion of the library (hit frequency here may not be typical).
SMILES,Candida biofilm,cytoskel mod,HUVEC tox TNFa,HUVEC tox IL1B,ERb SRC1 inh,VCAM1 TNFa inh,sEH inh,Smad3 inh,sEH act
COC(=O)c1ccccc1NC(=O)C1CCCN(S(=O)(=O)c2ccc(F)cc2)C1 (stereo unspecified),5,-8,-7,31,18,6,2,9,-2
CCCCOC(=O)CN1C(=O)c2ccc(C(=O)OCCCC)cc2C1=O,1,6,-5,-40,-1,-14,1,3,-3
O=c1[nH]c2cc3c(cc2cc1CN(CC1CCCO1)S(=O)(=O)c1ccc(Cl)cc1)OCCO3 (stereo unspecified),1,-21,-2,-22,11[fluorescence artefact?],16,nt,7[fluorescence artefact?],nt
O=C(Cn1nnc(-c2ccncc2)n1)N(C1CCCCC1)C1CCCCC1,-1,-5,-6,-5,1,7,6,0,-7
CCCCCCCOC(=O)c1ccc(OC(=O)c2cccnc2)cc1,6,-11,-21,-8,-31,18,-5,-1[fluorescence artefact?],7
CC(C)(C)NC(=O)c1cnn2c1NC(c1ccc(F)cc1)CC2C(F)(F)F (stereo unspecified),-2,-10,-9,-6,7,4,11,-15,-10
COc1ccc(N(CC(=O)Nc2cc(C(=O)O)ccc2C)S(=O)(=O)c2c(C)noc2C)cc1,6,-24,-24,-17,0,-14,nt,13,nt
O=C(NCCCc1ccccc1)c1ccccc1,6,-11,2,-21,7,16,22,-3,-22
Cc1cc(C)c(Cc2c(C)nc3c(C(=O)NCc4ccco4)cnn3c2C)c(C)c1,3,-12,-9,-8,3[fluorescence artefact?],3,10,10,-12
O=c1[nH]c(=S)c2c(n1-c1ccccc1)CCC2,0,-19,12,-21,-8,8,14,17[fluorescence artefact?],-10
CCCCCCC1CC(CCC(=O)Nc2ccc([N+](=O)[O-])cc2)C(=O)O1 (stereo unspecified),nt,0,-12,4,nt,-8,5,nt,-1
C=CCn1c(SCC(=O)Nc2cc(C)on2)nc2sc3c(c2c1=O)CCCC3,nt,-2,-12,-12,nt,-25,-3,nt,1
CCN(CC)CCCNC(=O)C1CCC(=O)N(c2ccc(OC)cc2)C1c1ccc(F)cc1 (stereo unspecified),3,7,-31,-14,36,-10,nt,-15,nt
CCOC(=O)c1oc2cccc(OC(C)=O)c2c1C,nt,-14,-3,-9,nt,-20,3,nt,-4
CCOc1ccc2nc(NC(=O)c3ccc(OC)c(S(=O)(=O)N4CCOCC4)c3)sc2c1,7,18,-40,4,2,0,6,8,-8
O=C(CCCN1C(=O)c2ccccc2C1=O)Nc1c(C(=O)C2CC2)oc2ccccc12,-1,-20,6,15,-2[fluorescence artefact?],12,nt,-8,nt
Cc1ccc(S(=O)(=O)Nc2cccnc2)cc1,-1,23,-20,-2,-9,1,2,12,-2
CC1C2=C(CCCC2=O)N(c2cccc3ccccc23)C2=C1C(=O)CCC2,9,3,-2,-40,-2,23,-18,7[fluorescence artefact?],18
O=C(Nc1ccc2oc(-c3ccccc3Cl)nc2c1)c1ncn[nH]1,0,-1,1,-5,50*[fluorescence artefact?],21,-4,4,3
CCCCC(=O)N/N=C/c1ccc(Sc2cccc3cccnc23)o1,-2,-8,18,-6,2,-8,30,3,-31
CCc1ccc(NC(=O)CC2C(=O)Nc3c2c(=O)n(C)c(=O)n3C)cc1 (stereo unspecified),3,-1,0,10,-3,1,-9,12,9
CSc1nnc(-c2sc3cc(C(F)(F)F)cnc3c2-c2ccccc2)n1C,-5,-16,12,nt,-6,18,-8,-6,8
Cc1nnc(SCC(=O)Nc2sccc2C#N)n1Cc1ccccc1,nt,-5,1,-14,nt,16,11,nt,-8
CCOc1ccc(C(OC(=O)c2ccco2)C(=O)NCc2ccc(C)cc2)cc1 (stereo unspecified),10,-5,-2,-4,2,-2,0,8,2
Cc1cc(C)n(Cc2ccc(C(=O)O)o2)n1,10,-41,-11,-12,8,-6,-2,4,2
COc1cccc(CN(C(=O)Cc2c[nH]c3ccccc23)C(C(=O)NC2CCCCC2)c2cccs2)c1 (stereo unspecified),nt,30,7,4,nt,-20,5,nt,-2
CCOc1cc(/C=C2/SC(=Nc3ccccc3)N(Cc3cccnc3)C2=O)ccc1OCC#N,nt,-21,-5,8,nt,-8,-7,nt,9
CN(C)S(=O)(=O)c1ccc(C(=O)Nc2cccc(C(=O)O)c2)cc1,1,-5,6,-23,-2,13,8,2,-7
O=C(O)CCN1/C(=C/C=Nc2ccccc2)Oc2ccccc21,2,-3,-24,7,5,7,nt,10,nt
Cn1ncc(C#N)c1/N=C/N1CCOCC1,5,-12,-9,-32,-4[fluorescence artefact?],7,-5,8,6
Clc1ccc(-c2cc(COc3ccc4ccccc4c3)no2)cc1,nt,18,2,0,nt,-5,5,nt,-5
O=C(CCCC(=O)OCC1CCCO1)OCC1CCCO1 (stereo unspecified),3,-8,-12,-15,5[fluorescence artefact?],0,1,5,-4
CC1CN(Cc2cc(=O)n3ccsc3n2)CC(C)O1 (stereo unspecified),4,2,-12,-9,-1[fluorescence artefact?],14,-4,8,5
CC(C)COc1ccc(C(=O)OCCN2CCOCC2)c(O)c1,nt,52,-21,-1,nt,-9,6,nt,-8
CCCOC(=O)C1=C(C)OC23OC(N)=C(C#N)C12C(=O)c1ccccc13 (stereo unspecified),0,-16,-13,26,-9,-12,6,1,-4
COc1ccc(NC(=O)C2CCN(S(=O)(=O)c3cccc4cccnc34)CC2)cc1,nt,0,2,-14,nt,5,0,nt,0
Cc1nc2ccc(NC3=NCCCCC3)cc2s1,4,16,-11,0,15[fluorescence artefact?],24,0,8[fluorescence artefact?],2
Cn1c(-c2ccccc2)cnc1SCC(=O)NCc1ccco1,1,7,26,41,14[fluorescence artefact?],-9,-7,4,7
Nc1c(C(=O)C2CC2)sc2nc(-c3cccs3)cc(C(F)(F)F)c12,4,17,4,-8,10,-16,10,18[fluorescence artefact?],-8
O=C(Cn1cnc2c(cnn2-c2ccccc2)c1=O)c1ccc(Cl)cc1,nt,9,-24,-21,nt,13,-11,nt,11
CCCN(Cc1cc2ccc(C)cc2[nH]c1=O)C(=O)c1cccnc1,3,3,-34,-16,-1,-9,6,10,-7
COc1ccc(N2CCN(C(=O)CCCSc3nc4ccccc4[nH]3)CC2)cc1,9,-6,-18,-2,-5,-1,4,-2,-2
Cc1cc(N)n(-c2nc(-c3cccnc3)nc3ccccc23)n1,nt,-7,39,-6,nt,39,-8,nt,8
Cc1ccc(Oc2nnc(-c3ccccc3)cc2C#N)cc1,nt,-5,-6,14,nt,3,-3,nt,3
O=C(CSc1nnc2c(Cl)cc(Cl)cn12)N1CCOCC1,nt,3,-10,0,nt,7,-4,nt,4
COc1ccc(Cl)cc1NC(=O)CN(C(=O)c1ccco1)C1CCCCC1,6,-5,-2,5,-10,21,7,-3,-6
c1cc2cn[nH]c2cc1NC1CCCCCC1,8,nt,11,-24,10,-2,-3,16,4
Cc1ccc(C(=O)Nc2cc(=O)n(C)c(=O)n2C)cc1C,10,5,-13,-32,-4,-6,-12,3,11
Cc1ccc(C2SCC(=O)N2Cc2cn3ccsc3n2)o1 (stereo unspecified),2,18,-26,-3,4,1,-4,64*[fluorescence artefact?],7
Oc1ccc(CN2CCCCC2)nc1-c1ccccc1,6,8,-22,-3,0[fluorescence artefact?],-14,-1,9,0
COc1cc(/C=C(/C#N)c2nc3ccccc3[nH]2)ccc1OC(=O)c1ccco1,nt,-19,14,-7,nt,-11,-16,nt,19
CC(SCc1cn2cc(Cl)ccc2n1)C(=O)O (stereo unspecified),6,13,4,-8,-12,23,-4,10[fluorescence artefact?],3
N#Cc1ccc(Sc2nc3ccccc3[nH]2)cc1C#N,10,0,21,30,-13,-3,nt,4,nt
Cc1ccc2nc(C)c(C)nc2c1N,4,nt,4,53,1[fluorescence artefact?],-5,-14,3,16
COC(=O)c1[nH]c2ccccc2c1NC(=O)CN1CCN(Cc2ccc3c(c2)OCO3)CC1,3,8,-28,-85,-3,0,-13,-11,15
Cc1nn(Cc2ccccc2)c2c1C(c1ccccc1)C(C#N)=C(N)O2 (stereo unspecified),4,-4,20,27,-1,5,-7,6,6
O=C(Cn1cnc2ccccc2c1=O)c1ccc2c(c1)OCCO2,8,12,4,-18,-1,14,1,10,-1
Cc1cccc(NC(=O)CSc2nnc(Cn3cnc4ccccc43)o2)c1,6,7,-46,13,-11,2,3,1,0
COc1ccc2c(c1)CC/C(=C\c1ccc(OC)c(Cn3nc(C)cc3C)c1)C2=O,nt,-4,-2,-9,26[fluorescence artefact?],-6,7,0,-9
CC(Sc1nc2ccccc2[nH]1)C(=O)Nc1ccc2c(c1)OCCO2 (stereo unspecified),-1,-8,-5,11,11,1,nt,-17,nt

# Remaining list, next part
SMILES,Candida biofilm,cytoskel mod,HUVEC tox TNFa,HUVEC tox IL1B,ERb SRC1 inh,VCAM1 TNFa inh,sEH inh,Smad3 inh,sEH act
C=CCn1c(NC(=O)CC)c(C(=O)OCC)sc1=S,8,nt,-14,-17,-15,-8,0,8[fluorescence artefact?],-3
CCCC(=O)NC(c1ccco1)c1cc(Cl)c2cccnc2c1O (stereo unspecified),12,-13,-19,-37,9[fluorescence artefact?],16,-18,11,17
CCOC(=O)Cc1cnc(NC(=O)NC(C(=O)OCC)(c2ccccc2)C(F)(F)F)s1 (stereo unspecified),5,nt,nt,0,-33,nt,-3,6,8
O=C(NCc1ccccc1)C(c1ccncc1)N(C(=O)c1csnn1)C1CC1 (stereo unspecified),5,19,-15,1,-6,15,-5,11,3
CC(Oc1ccc(Cl)cc1Cl)C(=O)NCc1ccncc1 (stereo unspecified),-1,-2,1,-2,9[fluorescence artefact?],28,nt,-11,nt
O=[N+]([O-])c1cccnc1N1CCC(c2cc(-c3ccc(Cl)cc3Cl)n[nH]2)CC1,6,-8,-15,8,5,2,-8,5,8
CCCCCCC(c1c(C)n(C)n(-c2ccccc2)c1=O)c1c(C)n(C)n(-c2ccccc2)c1=O,5,-36,-8,8,-4,-16,1,-11,-3
COc1ccc(CNC(=O)c2cc3c(=O)n4ccccc4nc3n(Cc3ccco3)c2=N)cc1,5,-17,-5,-5,57*[fluorescence artefact?],0,1,7,-1
O=C1COc2ccc(OCc3ccc(F)cc3)cc21,8,-12,-34,4,-1[fluorescence artefact?],3,-4,7,3
Cc1ccc(CNc2ncc(-c3ccc4c(c3)OCO4)n2C)cc1,3,9,0,12,-22,-4,-4,10,8
CCOc1ccc(CC(=O)OCN2C(=O)c3ccccc3C2=O)cc1,4,11,-12,-12,-5,-3,22,0,-20
CC1CCN(S(=O)(=O)c2cn(C)c(=O)n(C)c2=O)CC1,10,7,-30,15,1,14,-4,1,2
Cc1ccc(NC(=O)CS(=O)CC(=O)NC(C)CCc2ccco2)cc1Cl (stereo unspecified),5,-4,0,21,0,-3,9,2,-6
COc1ccc(C(=O)COC(=O)C(CC(C)C)N2C(=O)c3ccccc3C2=O)cc1 (stereo unspecified),6,-21,-15,-6,-8,-6,-2,8,-1
CCOC(=O)C(=O)Nc1ccc(S(=O)(=O)Nc2ncccn2)cc1,2,1,-22,-22,-1,15,2,12,0
COC(=O)CSc1cc(SCC(=O)OC)c(C#N)c(SCC(=O)OC)c1,2,-1,-15,-22,1,14,nt,5,nt
CC(C)CCN1C(=O)c2ccc(-c3nc4ccccc4c(=O)o3)cc2C1=O,9,-12,-17,-4,-1,30,2,-5,0
CCOc1c(Cl)cc(C(=O)NCCN2CCCCC2)cc1Cl,3,11,-10,-18,-9,-4,14,-6,-12
Cc1cc(C)c2nc(SCCc3ccccc3)nc(C)c2c1,3,-11,-9,-19,-1,-2,-10,8,7

# One compound at a time, from the list above. Values in the order: Candida biofilm	cytoskel mod	HUVEC tox TNFa	HUVEC tox IL1B	ERb SRC1 inh	VCAM1 TNFa inh	sEH inh	Smad3 inh	sEH act
# Cc1ccc(CNc2ncc(-c3ccc4c(c3)OCO4)n2C)cc1 is listed as 3	9	0	12	-22	-4	-4	10	8
# Cc1ccc(C2SCC(=O)N2Cc2cn3ccsc3n2)o1 (stereo unspecified) is listed as 2	18	-26	-3	4	1	-4	64*[fluorescence artefact?]	7

# Assay outcomes (PubChem)
